From PubChem
Bcl-B displacement = displacers of TR3 peptide from Bcl-B, primary screen, selectivity assay for Bfl-1 inhibitor project, biochemical, fluorescence polarization | FP displacement of FITC-TR3 peptide from Bcl-B; higher % means a stronger effect | displacement, % at 20 µM; hits with a dose series show IC50 in µM | 96,000 compounds, 0.11% hits;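 active = displacement above 50% at 20 µM plus a fluorescence interference ratio under 1.5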;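 also: plate controls were wells without compound for no effect and wells lacking Bcl-B protein for full effect; a part of the inactive calls stands beside numbers as strong as those of hits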
PLAP inhibitors HTS = PLAP enzyme inhibitors, biochemical, luminescence, HTS (AID 690) | purified PLAP, luminescent substrate; higher % means a stronger effect | one-dose inhibition, % at 20 µM; IC50 in µM for titrated hits | 96,000 compounds, 0.08% hits; in the data active = a potency from the dose series; inactive = the rest, 99 in 100 with inhibition below about 30%; also: strong numbers were not always called active
NFkB transloc inh = blocks IL-1B driven NFkB nuclear translocation in HUVEC cells; 94,000 compounds, 0.43% hits; inhibition, % at 2 µM; HUVEC IL-1B NFkB p65 nuclear translocation imaging; AID 796;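 active = inhibition above about 30% together with a positive call from visual inspection of the well image, limit read from the data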;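 also: nuclear over cytoplasmic p65 intensity ratio measured by imaging; 0% = IL-1B stimulated DMSO wells and 100% = unstimulated DMSO wells; values of inactives mirror those of a sister screen read the other way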
NFkB transloc pot = enhances IL-1B driven NFkB nuclear translocation | HUVEC IL-1B NFkB p65 nuclear translocation imaging | activation, % at 2 µM | 94,000 compounds, 0.3% hits | AID 819;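 active = activation above 40%, about the mean plus 3 SD, also judged a hit on visual image review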;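 also: percent activation is computed from the nuclear over cytoplasmic p65 intensity ratio; values of inactives mirror those of a sister screen read the other way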
MRP reversal = MRP-mediated drug resistance reversal | H69AR cells + 2 uM doxorubicin, CellTiter-Glo, 72 h | differential viability (reversal), % at 10 µM | 85,000 compounds, 0.04% hits | AID 602;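 active = viability drop by adding the cancer drug above about 55%, with treated viability meeting a 40% cutoff, limit read from the data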;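 also: viability without doxorubicin minus viability with 2 µM doxorubicin for each compound; larger differential means the compound sensitizes cells more to doxorubicin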
MRP reversal cytotoxicity = second read-out of MRP reversal, no call of its own (marks repeat the call); viability, %; H69AR cells, CellTiter-Glo, 72 h; measured here: cytotoxicity without doxorubicin
MRP reversal with doxorubicin = second read-out of MRP reversal, no call of its own (marks repeat the call); viability, %; measured here: viability with 2 uM doxorubicin; active compounds read low
NFkB transloc inh cell count 2 µM = further read-out of NFkB transloc inh, marked with its call; cell count; measured here: cells passing quality filter;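 raw number of nuclei counted in each imaged well without normalization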
NFkB transloc pot cell count 2 µM = further read-out of NFkB transloc pot, marked with its call; cell count; measured here: cells passing quality filter
* = called active by the depositor; . = not tested or not shown. Only part of the results is shown; the hit share may differ from the screen's.

| canonical_smiles | Bcl-B displacement | PLAP inhibitors HTS | NFkB transloc inh | NFkB transloc inh cell count 2 µM | NFkB transloc pot | NFkB transloc pot cell count 2 µM | MRP reversal | MRP reversal cytotoxicity | MRP reversal with doxorubicin |
| --- | --- | --- | --- | --- | --- | --- | --- | --- | --- |
| CCSc1sccc1C1C(C#N)=C(N)N(c2cccnc2)C2=C1C(=O)CC(C)(C)C2 (stereo not drawn) | -2% | -44% | . | . | . | . | 18 | 50 | 32 |
| Nc1nc(CSc2ccccn2)nc(Nc2ccccc2)n1 | 0% | 21% | -13 | 155 | 13 | 155 | -3 | 78 | 81 |
| COc1cccc(C(=O)NC2CCN(CC(=O)Nc3nccs3)CC2)c1 | 3% | -28% | -20 | 130 | 20 | 130 | 2 | 88 | 87 |
| COc1ccc(/C=C2/SC(c3ccc(C)cc3)=NC2=O)cc1OC | -368% | 6% | 5 | 117 | -5 | 117 | . | . | . |
| CC(=O)N(CC(=O)Nc1nn(-c2ccccc2)nc1C(N)=O)Cc1ccccc1 | 0% | 4% | -2 | 62 | 2 | 62 | 6 | 80 | 75 |
| COc1ccc(NC(=O)Nc2ccc(N(C)C)cc2)cc1 | 22% | 10% | -2 | 128 | 2 | 128 | -13 | 85 | 99 |
| O=C1CN(C(=O)c2ccc(Br)o2)C(c2ccccc2)c2cc(F)ccc2N1 (stereo not drawn) | 22% | -7% | -1 | 140 | 1 | 140 | 0 | 80 | 79 |
| O=C(O)C1CCC(=O)N1C1CCCC1 (stereo not drawn) | -2% | 12% | . | . | . | . | 4 | 97 | 93 |
| CCCOP(=O)(c1ccc(N(C)C)cc1)C(O)c1cccnc1 (stereo not drawn) | 8% | -5% | -4 | 185 | 4 | 185 | 2 | 89 | 87 |
| CCOC(=O)Cc1c(C)nc2c(-c3ccc(Cl)cc3)c[nH]n2c1=O | -8% | -2% | . | . | . | . | -28 | 23 | 51 |
| CC(C)CC(=O)N1CCN(S(=O)(=O)c2ccccc2)CC1 | -3% | -38% | -7 | 129 | 7 | 129 | -6 | 102 | 108 |
| CSc1nc(N)c(C#N)c(-c2ccccc2Cl)c1C#N | 4% | 19% | 3 | 119 | -3 | 119 | -69 | 22 | 91 |
| COc1ccc(OC)c(NC(=O)CSc2ncccn2)c1 | 6% | 26% | 9 | 121 | -9 | 121 | 0 | 67 | 66 |
| Cc1ccc2oc3c(c(=O)c2c1)C(c1cccs1)N(CCCN(C)C)C3=O (stereo not drawn) | 1% | -46% | . | . | . | . | 8 | 80 | 72 |
| CCN=C1SC(CC(=O)Nc2sc3c(c2C#N)CCCC3)C(=O)N1CC (stereo not drawn) | -12% | -46% | 4 | 110 | -4 | 110 | -13 | 41 | 54 |
| CC1SC(c2ccccc2Cl)NC1=O (stereo not drawn) | -12% | 11% | -5 | 125 | 5 | 125 | 12 | 102 | 90 |
| COCCOC(=O)C1=C(C)Nc2ncnn2C1c1ccc(F)cc1 (stereo not drawn) | -9% | -4% | 7 | 152 | -7 | 152 | . | . | . |
| Cc1ccccc1NC1=C(Cl)C(=O)OC1OC(=O)c1ccco1 (stereo not drawn) | -22% | -11% | -21 | 171 | 21 | 171 | -11 | 10 | 21 |
| CCCNC(=O)c1ccc(OC)cc1OC | 1% | 2% | -2 | 149 | 2 | 149 | -12 | 91 | 102 |
| Cc1oc(-c2ccccc2Cl)nc1Cn1cccc1C1=NC(c2ccccc2)CO1 (stereo not drawn) | -8% | 8% | . | . | . | . | 8 | 97 | 89 |
| Cn1cc(C(=O)NCN2CCCCC2)c2ccccc21 | -5% | -3% | -13 | 200 | 13 | 200 | -7 | 89 | 96 |
| COC(=O)C1=C(N)Oc2cc(C)n(CC3CCCO3)c(=O)c2C1c1ccccc1 (stereo not drawn) | -2% | -15% | -8 | 113 | 8 | 113 | . | . | . |
| CCOC(=O)c1ccc(N2C(=O)CC(C3CCCO3)C2=O)cc1 (stereo not drawn) | -4% | -8% | -2 | 194 | 2 | 194 | -7 | 94 | 101 |
| Nc1c(S(=O)(=O)c2cccc(Cl)c2)c2nc3ccccc3nc2n1CCN1CCOCC1 | 2% | 13% | -21 | 119 | 21 | 119 | -9 | 82 | 91 |
| Cc1ccc2c(CN3CCN(CCO)CC3)cc(=O)oc2c1 | 8% | -2% | 0 | 122 | 0 | 122 | 11 | 95 | 84 |
| S=C(c1ccc[nH]1)N1CCOCC1 | . | . | -13 | 119 | 13 | 119 | 6 | 96 | 90 |
| CC1Cc2ccccc2N1C(=O)CN1CCC(n2nnc3cc(C(F)(F)F)ccc32)CC1 (stereo not drawn) | 5% | -72% | 8 | 165 | -8 | 165 | . | . | . |
| c1ccc(-c2nc(NC3CC3)nc(-n3ccnc3)n2)cc1 | -7% | 9% | -5 | 86 | 5 | 86 | 16 | 87 | 71 |
| COc1ccc(CCNC2=C(Cl)C(=O)N(CCc3ccccc3)C2=O)cc1OC | -5% | 15% | 1 | 53 | -1 | 53 | 1 | 78 | 77 |
| Cc1ccc(C(=O)Nc2cc(Cl)ccc2N2CCCCC2)s1 | -5% | 36% | -15 | 148 | 15 | 148 | 1 | 83 | 82 |
| COc1ccc(C(C)=O)cc1CSCCC#N | 8% | 15% | -4 | 133 | 4 | 133 | 8 | 93 | 85 |
| CCOC(=O)N/N=C\c1ccc([N+](=O)[O-])o1 | 6% | 17% | -6 | 159 | 5 | 159 | -17 | 79 | 96 |
| c1ccc(OCCOc2ccccc2-c2nnco2)cc1 | 1% | 28% | -10 | 153 | 10 | 153 | 14 | 98 | 84 |
| Clc1ccc(Sc2cnc3ccccc3n2)cc1 | -4% | 18% | 17 | 53 | -17 | 53 | 12 | 93 | 81 |
| C=CCNC(=O)c1ccc(-c2nc(-c3ccccc3)cs2)cc1 | 1% | -1% | 4 | 98 | -4 | 98 | . | . | . |
| Cn1c(=O)c2c(nc(SCCN3CCCCC3)n2Cc2ccc(Cl)cc2)n(C)c1=O | -16% | -53% | 19 | 101 | -19 | 101 | -15 | 59 | 74 |
| Cn1nnc2cc(C(=O)N3CCSCC3)ccc21 | -6% | 18% | 3 | 142 | -3 | 142 | -19 | 85 | 104 |
| CCC(C)(C)n1nnnc1CN(Cc1cccs1)Cc1cc2cc(OC)ccc2[nH]c1=O | 8% | -39% | . | . | . | . | 12 | 54 | 41 |
| CCOc1cc(CNn2cnnc2)ccc1OCC(=O)NC1CCCCC1 | 0% | -44% | -16 | 125 | 16 | 125 | 5 | 95 | 90 |
| Cn1c(=O)c2c(nc(CN3CCN(C(=O)c4ccco4)CC3)n2Cc2ccccc2F)n(C)c1=O | -2% | -59% | -13 | 114 | 13 | 114 | 15 | 68 | 53 |
| O=C(C1CCC1)N1CCc2cc(S(=O)(=O)N3CCc4ccccc4C3)ccc21 | . | . | -7 | 71 | 7 | 71 | 5 | 71 | 66 |
| O=C(NCCN1CCOCC1)c1cc(-c2ccc(Cl)cc2)on1 | 1% | -6% | 5 | 159 | -5 | 159 | 12 | 94 | 81 |
| CCN1CCN(c2ncc(C(=O)N3CCCc4ccccc43)c3ccccc23)CC1 | -14% | -86% | . | . | . | . | -7 | 82 | 89 |
| Cc1cc2c3c(c1)C1(C(=O)N3C(C)(C)CC2C)C(C#N)=C(N)OC2=C1C(=O)CC(C)(C)C2 (stereo not drawn) | . | . | 11 | 96 | -11 | 96 | -16 | 75 | 91 |
| Cc1[nH]n2c(=O)c3c(nc2c1-c1ccccc1)CCCC3 | 3% | -49% | -15 | 93 | 15 | 93 | . | . | . |
| Cc1[nH]n2c(=O)c3c(nc2c1-c1ccc(Cl)cc1)CCC3 | -7% | -12% | . | . | . | . | -22 | 26 | 48 |
| O=S(=O)(NCC(c1cccnc1)N1CCN(c2ccccc2)CC1)c1cccs1 (stereo not drawn) | -26% | -62% | 3 | 47 | -3 | 47 | 2 | 81 | 79 |
| N#Cc1c[nH]n2c(=O)cc(Cc3ccccc3)nc12 | -9% | -3% | 1 | 166 | -1 | 166 | 25 | 105 | 80 |
| Oc1ccccc1C1=NOC(O)(C(F)F)C1 (stereo not drawn) | -9% | -6% | -10 | 178 | 10 | 178 | 9 | 104 | 95 |
| COCCn1c(SCC(=O)N2CCCC2)nnc1-c1ccoc1C | 3% | -7% | 5 | 176 | -5 | 176 | -6 | 96 | 102 |
| Cc1ccc(-n2nc(C)c3c(C)cc(=O)[nH]c32)cc1 | -4% | 12% | -20 | 36 | 20 | 36 | -4 | 92 | 97 |
| COc1ccc(C(=O)/C=C2/c3ccccc3CC(C)(C)N2C)cc1 | 3% | -37% | 15 | 120 | -15 | 120 | . | . | . |
| CCc1nnc(NC(=O)CSc2ncc(-c3ccccc3)n2CC)s1 | 10% | -54% | -19 | 185 | 19 | 185 | -8 | 73 | 81 |
| COC(=O)CCCC[C@@H]1SC[C@@H](NC(=O)OC)[C@@H]1NC(=O)OC | . | . | -1 | 156 | 1 | 156 | 8 | 99 | 91 |
| Clc1ccc(-c2nnc(N3CCCC3)nn2)cc1 | 5% | 28% | 10 | 139 | -10 | 139 | 30 | 106 | 76 |
| CCOC(=O)N1CCN(S(=O)(=O)c2cccc3nsnc23)CC1 | 0% | 19% | . | . | . | . | -7 | 85 | 92 |
| Cc1nc(S(=O)(=O)c2ccc(Cl)cc2)nc2c1CCC2 | -4% | -4% | 17 | 83 | -17 | 83 | . | . | . |
| CCOC(=O)c1c(N)sc(C(C)=O)c1C | -6% | 18% | 9 | 173 | -9 | 173 | 11 | 93 | 82 |
| CCOC(=O)c1c(C(F)(F)F)nc2ncccn12 | 13% | 19% | -3 | 49 | 3 | 49 | 23 | 106 | 83 |
| O=C(CCN1C(=O)COc2ccccc21)NCCCN1CCc2ccccc2C1 | 28% | -29% | -11 | 178 | 11 | 178 | -6 | 82 | 88 |

Further structures
| canonical_smiles | Bcl-B displacement | PLAP inhibitors HTS | NFkB transloc inh | NFkB transloc inh cell count 2 µM | NFkB transloc pot | NFkB transloc pot cell count 2 µM | MRP reversal | MRP reversal cytotoxicity | MRP reversal with doxorubicin |
| --- | --- | --- | --- | --- | --- | --- | --- | --- | --- |
| CC1Cc2ccccc2N1C(=O)CCS(=O)(=O)c1cccc2nonc12 (stereo not drawn) | -4% | 6% | . | . | . | . | -1 | 76 | 77 |
| Cc1ccccc1OC(C)C(=O)NC1CCCC1 (stereo not drawn) | -5% | -1% | -8 | 118 | 9 | 118 | -2 | 89 | 92 |
| COc1ccc(N2CCN(S(=O)(=O)c3ccc(Br)s3)CC2)cc1 | -2% | 14% | 2 | 122 | -2 | 122 | 0 | 105 | 105 |
| O=P(O)(CP(=O)(c1ccccc1)c1ccccc1)c1ccccc1O | -4% | 3% | -2 | 144 | 2 | 144 | 11 | 102 | 91 |
| CCN(CC)CCCN1C(=O)C(=O)/C(=C(/O)c2ccccc2)C1c1cc(OC)ccc1OC (stereo not drawn) | 35% | -4% | . | . | . | . | -15 | 89 | 104 |
| COC(=O)Cc1n[nH]c(=S)[nH]c1=O | -4% | 0% | 10 | 127 | -10 | 127 | 3 | 85 | 82 |
| COc1ccccc1C(=O)N1CCN(S(=O)(=O)Cc2ccccc2)CC1 | 2% | 5% | . | . | . | . | 10 | 105 | 95 |
| CCc1nnc(NC(=O)CSc2ncnc3c2cnn3-c2ccc(OC)cc2)s1 | -23% | 4% | -4 | 171 | 4 | 171 | . | . | . |
